Assay outcomes (PubChem)
MgcRacGAP inhibition: MgcRacGAP GTPase-activating activity inhibitors, confirmation, biochemical, ADP Hunter fluorescence; Rac GTPase-activating protein 1 (Homo sapiens); MgcRacGAP-stimulated Rac1 GTP hydrolysis, ADP Hunter fluorescence; higher % means a stronger effect; GST-tagged Rac1 F28L mutant substrate; inhibition, % at 30 µM, or IC50 in µM where a hit was titrated; 0.6% of 340,000 active;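 active means first-screen hits whose inhibition reached a set limit at any dose in the follow-up dose series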;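 further: fluorescence reports GDP produced by GAP-driven GTP hydrolysis; strong numbers were not always called active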
SV40 large T antigen: SV40 large T antigen inhibitors, biochemical (AID 1903); SV40 large T antigen ATPase/helicase inhibition assay; higher % means a stronger effect; inhibition, % at 20 µM, or IC50 in µM where a hit was titrated; 0.39% of 310,000 active; in the data active means a potency from the dose series; further: strong numbers were not always called active
LYP phosphatase: inhibitors of LYP phosphatase, biochemical, fluorescence intensity, uHTS (AID 1779); Tyrosine-protein phosphatase non-receptor type 22 (Homo sapiens); 0.054% of 290,000 active; one-dose inhibition, % at 11.5 µM; IC50 in µM for titrated hits; recombinant LYP phosphatase, fluorescence intensity; higher % means a stronger effect; in the data active means inhibition above about 50%;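 further: plate controls were vehicle with enzyme for no effect and no enzyme for full effect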
GPR55 LPI antagonism: GPR55 antagonists blocking LPI-driven arrestin recruitment, primary screen, imaging, U2OS, beta-arrestin-GFP, LPI agonist (AID 2013) | G-protein coupled receptor 55 (Homo sapiens) | U2OS GPR55 beta-arrestin-GFP translocation imaging, LPI antagonism; higher % means a stronger effect | inhibition, % at 10 µM; hits with a dose series show IC50 in µM | 0.13% of 290,000 active;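 active means spots per cell inhibited over 60%, with over 100 cells counted and total cytoplasm intensity under 500,000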;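 further: U2OS cells stably carrying GPR55 and arrestin-GFP stimulated by 5 µM LPI near EC80; imaged beta-arrestin-GFP aggregate spots per cell after agonist stimulation; plate controls were LPI-stimulated DMSO wells for no effect and DMSO wells without LPI for full effect; some results filed as inactive read as strong as hits; confirmed hits need IC50 under 10 µM and bright autofluorescent wells are also inconclusive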
Lipid droplet: inhibitors of hepatocyte lipid droplet formation, primary screen, imaging, high-throughput imaging, BODIPY stain; inhibition, % at 6.5 µM; AID 1656, 2009; 0.4% of 240,000 active; AML12 mouse hepatocytes, oleate lipid droplets;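 active means lipid droplet intensity inhibited by at least 50%, with more than 500 cells counted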
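Assay system: AML12 hepatocytes (mouse) / Also added: 100 µM oleic acid challenge / Times: overnight treatment with compound plus oleate / Detection: high-content imaging of BODIPY-stained droplets and DAPI nuclei / Evaluation: % inhibition of lipid droplet signal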
NTR1 agonist: agonists of NTR1, primary screen, imaging, U2OS cells, beta-arrestin-GFP, high content (AID 493036). NTR1-U2OS beta-arrestin-GFP spot imaging, agonist mode. Neurotensin receptor type 1 (Homo sapiens), P30989. activation, % at 20 µM. 0.17% of 330,000 active;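 active means activation at or above 40% of the spot to cytoplasm intensity ratio, with at least 20 cells analyzed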;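 further: 0% = DMSO without peptide and 100% = 100 nM NTR1 peptide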
Target sequence (P30989 whole entry, looked up): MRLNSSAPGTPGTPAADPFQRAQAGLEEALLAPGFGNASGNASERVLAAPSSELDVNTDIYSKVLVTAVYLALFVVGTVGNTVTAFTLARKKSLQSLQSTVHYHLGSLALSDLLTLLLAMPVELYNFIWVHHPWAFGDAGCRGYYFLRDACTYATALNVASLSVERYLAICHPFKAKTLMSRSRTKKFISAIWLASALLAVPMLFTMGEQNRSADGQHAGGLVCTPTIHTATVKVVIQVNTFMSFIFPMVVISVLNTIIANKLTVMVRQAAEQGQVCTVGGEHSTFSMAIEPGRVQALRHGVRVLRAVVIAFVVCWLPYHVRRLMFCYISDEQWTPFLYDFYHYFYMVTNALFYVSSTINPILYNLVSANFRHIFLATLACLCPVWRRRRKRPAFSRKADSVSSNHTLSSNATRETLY
T cell modulator: modulators of CD8 T cell-vesicle binding, primary screen, mouse 2C CD8+ T cells, flow cytometry | 2C CD8+ T cell-vesicle binding; hits give low values | calls only at 7 µM | 0.068% of 330,000 active;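 active means response, share of CD8 T cells binding vesicles, and their 90th percentile fluorescence all below set limits, cut at about 80% in these data, passing the limit was not always enough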
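Assay system: 2C TCR transgenic mouse naive CD8+ T cells, MACS-purified | Read-out: CD8+ gate FL2 mean fluorescence as % of same-row positive control | Signal: High-throughput flow cytometry with anti-B7-1 and anti-CD8 staining | Timing: Binding step 1.5 h, 37 °C, antibody labelling 20 min, ice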
GPR35 arrestin U2OS: GPR35 antagonists blocking zaprinast-driven arrestin recruitment, primary screen, imaging, U2OS, beta-arrestin-GFP, zaprinast agonist (AID 2058); U2OS GPR35 beta-arrestin-GFP translocation imaging, zaprinast antagonism; higher % means a stronger effect; inhibition, % at 10 µM; hits with a dose series show IC50 in µM; 0.052% of 290,000 active;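 active means inhibition of at least 50% with at least 30 cells and total cytoplasm GFP at most 10,000,000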
GPR55 activation: GPR55 agonists via beta-arrestin recruitment, primary screen, imaging, U2OS cells, beta-arrestin-GFP redistribution (AID 1961). U2OS GPR55 beta-arrestin-GFP redistribution imaging; higher % means a stronger effect. G-protein coupled receptor 55 (Homo sapiens). 0.048% of 290,000 active. activation, % at 10 µM; hits with a dose series show EC50 in µM;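 active means activation above 40% with more than 50 cells counted in the well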;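 further: U2OS osteosarcoma cells stably expressing GPR55 and beta-arrestin-GFP; plate controls were DMSO negative control for no effect and LPI positive control for full effect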
Lipid droplet cells 6.5 µM: further read-out of Lipid droplet, marked with its call; cell count; measured here: cell count, cytotoxicity flag;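 cells counted across two imaged fields per well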
T cell modulator vesicle-bound %: also measured in T cell modulator; calls as there; double positive events, %; measured here: CD8+ vesicle-bound cell fraction;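 binding gate set so that unloaded-vesicle control wells show 10% double positive cells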
NTR1 agonist cell count 20 µM: second read-out of NTR1 agonist, no call of its own (marks repeat the call); cell count; measured here: cell count, cytotoxicity flag
* marks the source's active call; other numbers are inactive results; i = inactive; / = not tested or not shown. No enrichment for hits (roughly 1.8% active in at least one column).

Start of the listing, in advance:
SMILES	MgcRacGAP inhibition	SV40 large T antigen	LYP phosphatase	GPR55 LPI antagonism	Lipid droplet	Lipid droplet cells 6.5 µM	NTR1 agonist	NTR1 agonist cell count 20 µM	T cell modulator	T cell modulator vesicle-bound %	GPR35 arrestin U2OS	GPR55 activation
Cc1ccc(C(=O)N/N=C2\CCSC2)cc1[N+](=O)[O-]	1.8%	4.5%	1.5%	5.2%	-4.6	686	3.5	59	i	36.7	4.1%	0.3%
Cc1ccc(C(=O)O/N=C(\N)Cc2cccs2)cc1[N+](=O)[O-]	12.5%	10.9%	-5.2%	-0.8%	18.1	724	3.1	69	i	5.9	-5.5%	-0.2%
COc1ccc2[nH]c3c(c2c1)CCN1C(=O)N([C@@H](C)C(=O)NCc2ccco2)C(=O)[C@]31C	0.3%	5.5%	-3.2%	4.5%	/	/	-0.5	96	i	35.5	-3.7%	-0.1%
COc1cc(C(=O)N2C(=O)CCC2=O)cc(OC)c1OC	0.8%	8.1%	-2.0%	14.3%	10.0	806	0.6	67	i	64.6	13.1%	-0.2%
Cn1c(CCC(=O)Nc2ccccc2F)nnc1SCC(=O)Nc1ccccc1Cl	7.5%	7.4%	2.2%	-9.6%	-3.6	702	1.7	59	i	39.9	6.3%	0.1%
Cc1occc1-c1nnc(SCC(=O)c2cc3ccccc3oc2=O)o1	18.2%	28.4%	2.7%	8.2%	/	/	-0.7	40	i	51.1	-3.3%	-0.2%
CC1=Nc2ccccc2N=C(NC(=O)CSC(=S)N2CCCCC2)C1c1ccccc1 (centres undefined)	3.2%	10.8%	-1.7%	8.6%	-58.9	761	3.2	58	i	20.3	-6.9%	-0.1%

This part in full, previewed entries included:
SMILES	MgcRacGAP inhibition	SV40 large T antigen	LYP phosphatase	GPR55 LPI antagonism	Lipid droplet	Lipid droplet cells 6.5 µM	NTR1 agonist	NTR1 agonist cell count 20 µM	T cell modulator	T cell modulator vesicle-bound %	GPR35 arrestin U2OS	GPR55 activation
Cc1ccc(C(=O)N/N=C2\CCSC2)cc1[N+](=O)[O-]	1.8%	4.5%	1.5%	5.2%	-4.6	686	3.5	59	i	36.7	4.1%	0.3%
Cc1ccc(C(=O)O/N=C(\N)Cc2cccs2)cc1[N+](=O)[O-]	12.5%	10.9%	-5.2%	-0.8%	18.1	724	3.1	69	i	5.9	-5.5%	-0.2%
COc1ccc2[nH]c3c(c2c1)CCN1C(=O)N([C@@H](C)C(=O)NCc2ccco2)C(=O)[C@]31C	0.3%	5.5%	-3.2%	4.5%	/	/	-0.5	96	i	35.5	-3.7%	-0.1%
COc1cc(C(=O)N2C(=O)CCC2=O)cc(OC)c1OC	0.8%	8.1%	-2.0%	14.3%	10.0	806	0.6	67	i	64.6	13.1%	-0.2%
Cn1c(CCC(=O)Nc2ccccc2F)nnc1SCC(=O)Nc1ccccc1Cl	7.5%	7.4%	2.2%	-9.6%	-3.6	702	1.7	59	i	39.9	6.3%	0.1%
Cc1occc1-c1nnc(SCC(=O)c2cc3ccccc3oc2=O)o1	18.2%	28.4%	2.7%	8.2%	/	/	-0.7	40	i	51.1	-3.3%	-0.2%
CC1=Nc2ccccc2N=C(NC(=O)CSC(=S)N2CCCCC2)C1c1ccccc1 (centres undefined)	3.2%	10.8%	-1.7%	8.6%	-58.9	761	3.2	58	i	20.3	-6.9%	-0.1%
CC(=O)c1c(C)nc2ccc([N+](=O)[O-])cc2c1-c1ccccc1	-4.5%	6.1%	-2.5%	-5.4%	-1.3	831	1.1	45	i	54.8	16.6%	0.3%
COc1ccccc1CNC(=O)c1n[nH]c2ccccc12	10.0%	12.9%	-12.8%	-0.8%	-2.5	709	-1.0	61	i	29.0	-9.8%	-0.1%
NC(=Nc1ccc(Cl)cc1)c1ccccc1	9.1%	7.3%	0.1%	-3.8%	7.0	676	1.1	74	i	32.8	-2.6%	0.1%
CC(C)n1nc(C(=O)NCCc2ccc(S(N)(=O)=O)cc2)c2ccccc2c1=O	0.4%	-0.8%	-6.9%	-7.0%	/	/	2.2	58	i	36.8	-0.9%	-0.6%
CC(C)NC(=S)Nc1ccc2[nH]c(=O)[nH]c2c1	16.6%	15.0%	-7.5%	5.4%	-15.4	714	0.0	69	i	8.2	0.0%	0.2%
CC(C)(C)c1ccc(/C=N/n2cnnc2)cc1	-1.4%	1.1%	-4.0%	-17.8%	-1.3	691	0.2	74	i	19.7	-11.8%	-0.3%
O=C(Cc1c(C(=O)O)[nH]c2ccccc12)NC1CCCC1	1.5%	7.5%	-4.9%	2.5%	3.1	659	-0.2	33	i	55.6	9.8%	-0.5%
COc1cccc(NC(=O)NCc2c(-c3ccccc3)noc2C)c1	4.8%	4.4%	-4.5%	5.0%	1.5	724	0.4	42	i	28.8	0.0%	-0.2%
O=C(CCc1nc2ccccc2c(=O)[nH]1)OCc1ccccc1F	-1.2%	15.2%	4.1%	5.4%	-0.7	678	0.4	56	i	54.3	-18.8%	-0.1%
NS(=O)(=O)c1ccc(NC(=O)C2COc3ccccc3O2)cc1 (centres undefined)	/	-3.0%	-1.3%	5.3%	0.4	809	-2.1	77	i	41.7	-0.6%	-0.1%
O=C(N/N=C/c1ccc([N+](=O)[O-])o1)c1ccc2c(c1)OCO2	9.1%	16.4%	-5.3%	13.7%	-6.1	845	0.8	55	i	58.0	10.1%	-0.1%
O=C(Cn1c(NCCO)nc2ccccc21)c1ccc(Cl)cc1Cl	5.8%	9.2%	-3.1%	9.7%	-6.0	799	0.9	89	i	23.8	-10.5%	-0.1%
CCC1CCCCN1CC(=O)c1c(C)[nH]c2cc(C)ccc12 (centres undefined)	4.8%	4.0%	2.7%	3.4%	-2.9	799	-1.0	87	i	29.0	-8.8%	-0.2%
O=C(Nc1ccccc1)N1CCc2ccccc21	3.1%	1.5%	1.2%	2.4%	3.2	709	-2.0	96	i	40.9	-10.8%	-0.4%
CSCCC1NC(=O)N(CC(=O)Nc2c(Cl)cc(Cl)cc2Cl)C1=O (centres undefined)	8.3%	1.6%	-4.9%	9.7%	0.7	753	1.2	66	i	18.6	9.3%	-0.1%
CCC(C)N1C(=O)CCC1C(=O)NCCc1ccc(Cl)cc1 (centres undefined)	13.5%	-5.0%	-4.0%	0.4%	-7.4	749	-0.2	88	i	35.3	-15.5%	-0.3%
CCC(NC(=O)/C(=C\c1ccc2c(c1)OCO2)NC(C)=O)C(=O)O (centres undefined)	3.0%	5.2%	-2.0%	-2.0%	-3.7	635	-1.0	78	i	3.6	-4.7%	0.2%
Cc1ccc(C)c(S(=O)(=O)Nc2ccccc2C(=O)Nc2ccc(S(=O)(=O)Nc3ncccn3)cc2)c1	9.4%	16.1%	-6.0%	-21.5%	22.3	632	0.6	53	i	38.9	-4.0%	0.5%
Next part:
SMILES	MgcRacGAP inhibition	SV40 large T antigen	LYP phosphatase	GPR55 LPI antagonism	Lipid droplet	Lipid droplet cells 6.5 µM	NTR1 agonist	NTR1 agonist cell count 20 µM	T cell modulator	T cell modulator vesicle-bound %	GPR35 arrestin U2OS	GPR55 activation
COc1cc(C)ccc1S(=O)(=O)N1CCN(C23CC4CC(CC(C4)C2)C3)CC1	8.7%	8.8%	-3.6%	-11.5%	7.8	796	1.1	79	i	5.9	-8.1%	0.0%
CCN(CC)C(=O)CC(c1ccc(N(C)C)cc1)c1c(O)cc(OC)cc1OC (centres undefined)	16.7%	13.6%	-8.9%	9.0%	1.7	713	-5.5	85	i	44.1	0.7%	0.0%
COCCn1c(C)cc(C(=O)COC(=O)c2ccc(NC(=O)CC#N)cc2)c1C	7.2%	19.1%	0.4%	-8.1%	-3.0	771	-0.7	47	i	39.2	-0.2%	0.3%
Cc1cccc2cc(CN(Cc3ccc(F)cc3)C(=O)C(F)(F)F)c3nnnn3c12	3.6%	2.8%	-0.3%	-3.9%	-6.8	755	0.3	79	i	44.1	-1.8%	-0.4%
Fc1ccc(C(c2nnnn2C2CCCC2)N(Cc2ccco2)CC2CCCO2)cc1 (centres undefined)	2.5%	6.8%	2.2%	60.6%	-44.1	787	2.3	48	i	39.8	11.9%	-0.1%
COc1ccc(CNCc2c(C(=O)N(C)C)nc3ccc(Cl)cn23)c(OC)c1	6.0%	5.8%	-7.6%	23.6%	-3.9	579	1.2	98	i	19.0	2.8%	-0.1%
O=Cc1cn(CCOc2ccccc2)c2ccccc12	12.3%	5.0%	-6.1%	15.2%	3.2	796	3.4	50	i	59.9	-2.2%	-0.1%
O=P(CCNCc1ccco1)(c1ccccc1)c1ccccc1	6.4%	8.2%	1.8%	3.5%	11.2	749	11.5	63	i	11.8	11.9%	0.2%
O=C(CSc1n[nH]c(-c2cccnc2)n1)Nc1ccccc1	13.4%	10.3%	-1.4%	-3.6%	-2.4	745	-0.9	48	i	40.2	11.2%	-0.3%
CC(=O)c1cccc(CN2CCN(C(C)C)C(CCO)C2)c1 (centres undefined)	4.5%	-1.6%	-12.0%	12.1%	-1.7	698	0.0	89	i	55.2	-0.5%	1.1%
COc1ccc(N2CCN(C(=O)c3cccc(Br)c3)CC2)c([N+](=O)[O-])c1	-2.0%	7.8%	-2.9%	8.6%	3.5	680	3.1	48	i	11.4	-13.7%	-0.1%

2 records drawn at random from those above:
SMILES	MgcRacGAP inhibition	SV40 large T antigen	LYP phosphatase	GPR55 LPI antagonism	Lipid droplet	Lipid droplet cells 6.5 µM	NTR1 agonist	NTR1 agonist cell count 20 µM	T cell modulator	T cell modulator vesicle-bound %	GPR35 arrestin U2OS	GPR55 activation
COCCn1c(C)cc(C(=O)COC(=O)c2ccc(NC(=O)CC#N)cc2)c1C	7.2%	19.1%	0.4%	-8.1%	-3.0	771	-0.7	47	i	39.2	-0.2%	0.3%
CSCCC1NC(=O)N(CC(=O)Nc2c(Cl)cc(Cl)cc2Cl)C1=O (centres undefined)	8.3%	1.6%	-4.9%	9.7%	0.7	753	1.2	66	i	18.6	9.3%	-0.1%
